Screening results from PubChem.
hiPSC survival: enhancers of single-cell hiPSC survival, primary screen, ATPlite luminescence; 0.044% of 360,000 active; AID 602274, 2012; survival enhancement, % at 20 µM; 100% = ROCK inhibitor wells, 0% = DMSO; in the data active = survival enhancement above about 18%;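 also: cells exposed to compounds for 16 hours before the ATP read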
NR2E3 ag-1: inhibitors of NR2E3-RetCOR corepressor binding, primary screen, NR2E3 agonist project, biochemical, TR-FRET, GST-NR2E3, biotin-RetCOR. Photoreceptor-specific nuclear receptor (Homo sapiens), Q9Y5X4. 1536-well. inhibition of corepressor binding, % at 4.78 µM. 0.12% of 320,000 active. AID 2300, 2010;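 active = percent inhibition above the cutoff of mean plus 3 SD of all tested compounds, set per screening campaign, cut at about 20% in these data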;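 also: 0% = DMSO wells and 100% = biotin wells as full block of FRET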
Target sequence (Q9Y5X4 whole entry, looked up): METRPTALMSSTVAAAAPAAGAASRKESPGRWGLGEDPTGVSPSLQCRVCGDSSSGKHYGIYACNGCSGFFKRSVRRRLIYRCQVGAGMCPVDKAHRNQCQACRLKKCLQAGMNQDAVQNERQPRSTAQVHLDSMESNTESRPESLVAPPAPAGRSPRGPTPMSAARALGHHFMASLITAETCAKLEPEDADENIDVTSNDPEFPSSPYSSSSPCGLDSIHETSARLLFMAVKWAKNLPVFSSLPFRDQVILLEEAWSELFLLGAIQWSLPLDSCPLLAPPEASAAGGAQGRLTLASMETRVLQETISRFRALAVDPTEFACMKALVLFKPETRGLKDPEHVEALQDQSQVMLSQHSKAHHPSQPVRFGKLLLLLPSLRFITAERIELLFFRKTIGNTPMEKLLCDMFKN
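System: GST-tagged NR2E3 plus biotinylated RetCOR corepressor; Buffer or medium: pH 7.5 Tris-based buffer; Probe or stimulus: RetCOR corepressor, biotinylated, 7 nM; Doses: compound at 4.8 µM, single dose; Schedule: 5 h incubation at 4 °C; Technique: time-resolved FRET; Evaluation: percent inhibition of TR-FRET ratio; Replication: one well per compound, singlicate testing.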
Peg3 promoter: Peg3 promoter-driven luciferase inhibitors, primary screen, cell-based, HeLa, luciferase luminescence; HeLa PEG-Prom luciferase reporter, overnight; inhibition, % at 20 µM; 1.7% of 360,000 active; AID 588405, 2011;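 active = inhibition of at least 50% at 20 µM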
CF NFkB inh: inhibitors of PAF-induced NF-kB signaling, primary screen, cell-based, GFP fluorescence, uHTS. inhibition, % at 5 µM. KKLEB NF-kB-GFP reporter, GFP fluorescence overnight. 0.86% of 360,000 active;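 active = at least 50% inhibition at 5 µM, scaled per plate between neutral and stimulator controls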;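 also: PAF is a Pseudomonas aeruginosa culture filtrate used as stimulus; plate controls were PAF-stimulated DMSO wells for no effect and unstimulated DMSO wells for full effect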
KKLEB tox: cytotoxicity in KKLEB CF airway cells, primary screen, cytotoxicity control for CF NF-kB inhibitor project, cell-based, uHTS, fluorescence assay plates | 0.36% of 360,000 active | AID 602141, 2011 | activity change (cytotoxicity), % at 5 µM | KKLEB CF airway cells viability, ATPlite luminescence, overnight; stronger effect = lower value; cells stimulated with P. aeruginosa culture filtrate;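 active = corrected activity change at or below -50% at 5 µM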
NR2E3 ag-2: NR2E3 agonists in two-hybrid cells, primary screen, cell-based, luminescence, CHO-S, Gal4-NCOR/VP16-NR2E3 | Photoreceptor-specific nuclear receptor (Homo sapiens), Q9Y5X4 | luciferase | inhibition of corepressor binding, % at 3.98 µM | 0.35% of 360,000 active | AID 602229, 2012;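 active = inhibition above the mean of all tested compounds plus 3 SD, cut at about 70% in these data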;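 also: 0% = DMSO with NR2E3 transfected cells and 100% = cells lacking NR2E3 construct; higher means lower luciferase signal from less NR2E3 corepressor binding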
aDG glyco act: activators of alpha-DG glycosylation, primary screen, uHTS, Pro5-aDG cells, AlphaScreen; AID 624168, 2012; 0.22% of 360,000 active; activation, % at 10 µM; alpha-DG glycosylation AlphaScreen (IIH6); 0% Pro5, 100% B10-LARGE cell signal;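 active = activation of at least 8% versus controls, or a plate z-score of at least 8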;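 also: Pro5 are CHO cells carrying HIG-tagged alpha-DG that lacks glycosylation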
TWEAK-Fn14 inh: inhibitors of TWEAK-Fn14 signaling, primary screen, luciferase reporter cells, uHTS; TWEAK-stimulated Fn14 reporter cells, luciferase luminescence, 8 h; inhibition, % at 10 µM; 2% of 360,000 active; in the data active = inhibition above about 50%
HIF-2a block: HIF-2a reporter inhibitors, primary screen, luminescence, 786-0 RCC cells. 786-0 RCC cells HIF-2a reporter, luciferase luminescence, overnight. inhibition, % at 18.8 µM. 0.72% of 360,000 active;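 active = inhibition of the luminescence signal of 40% or more relative to plate controls, in a single-dose primary screen at 18.75 µM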
MITF TRPM1 inh: inhibitors of MITF-dependent TRPM1 promoter reporter, primary screen, cell-based, SK-MEL-5, single point, luciferase. SK-MEL-5 TRPM1 promoter luciferase, 24 h. inhibition, % at 12.5 µM. 0.83% of 330,000 active;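 active = mean inhibition across replicates of 60% or more, whatever share of single replicates reaches that level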; also: values of inactives mirror those of a sister screen read the other way
Shn3 3UTR inh: reduction of Shn3 3'UTR firefly luciferase signal, primary screen, Schnurri-3 inhibitor project, cell-based, Clone20 osteoblasts, set 2; Clone20 osteoblast Shn3 3'UTR firefly luciferase, 24 h; AID 588674, 2011; 0.52% of 360,000 active; inhibition, % at 12.5 µM;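 active = mean inhibition of at least 75% with every replicate also reaching 75%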;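 also: 0% = median of neutral control wells and 100% = pilot-screen positive control compound; some compounds past the cut are filed as inactive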
Starred values were filed as active, the others as inactive; / = not tested or not shown. Compounds were not picked by outcome; about 4.4% have a hit in one of these screens.

compound	NR2E3 ag-2	aDG glyco act	TWEAK-Fn14 inh	KKLEB tox	HIF-2a block	MITF TRPM1 inh	hiPSC survival	Peg3 promoter	Shn3 3UTR inh	CF NFkB inh	NR2E3 ag-1
Cc1ccc(/C=C/C(=O)NC(=S)N2CCN(C)CC2)cc1	-20	-0.2	-16	3	-4	-20	-1.8	-14	-6	2	2
CCOC(=O)/C(=C/c1ccc(Cl)cc1)NC(=O)c1ccco1	42	0.0	5	-3	14	11	6.4	5	16	-17	2
COc1ccc(-c2coc3cc(OC(C)=O)c(OC)cc3c2=O)cc1	-64	0.2	-45	3	-226	-46	0.5	-295	-57	-24	/
COCCn1c(C)cc(/C=C2/SC(=O)N(C(C)C(=O)OC)C2=O)c1C (stereo not drawn)	-68	0.0	-17	-18	-331	-100	-0.7	-272	-97	-22	-5
Cn1c(CNC(=O)CNC(=O)c2cccc(Cl)c2)cc(=O)n(C)c1=O	-14	-0.3	-1	4	3	-1	0.5	-2	-16	-7	2
O=C(Nc1cccc(F)c1)c1ccc2c(c1)OCCO2	-117	0.1	10	-1	-205	-36	-0.3	-313	-25	-9	4
O=C(NCCCN1CCN(c2cccc(Cl)c2)CC1)c1ccc(N2CCCC2=O)cc1	17	0.2	0	-6	12	-3	0.4	-2	-4	11	2
Cc1ccc(/C=C/S(=O)(=O)NCC(=O)OCC(=O)NCc2ccccc2)cc1	-14	0.0	-3	6	15	13	-0.3	12	15	-11	4
Cc1cc(C)n(-c2ccc(C(=O)OCC(=O)c3ccc(Br)s3)cc2)n1	-24	-0.2	8	-4	-10	-4	-3.4	-11	3	3	10
Cc1ccc(/C=N/NC(=O)CCCOc2ccc(Cl)cc2Cl)cc1	-45	-0.3	-15	-8	3	15	-0.2	35	11	11	-1
CC(C)=CCC/C(C)=C/CNC(=O)C[C@H]1C[C@H](C(=O)N(C(C)C)C(C)C)[C@@]2(C)c3[nH]c4cc(-c5ccco5)ccc4c3CCN2C1=O	0	0.5	21	1	-9	19	2.3	-3	57	31	/
CC(C)(C)OC(=O)N(CCc1ccccc1)Cc1cccc(OCc2cccc(NC(=O)C3CCCC3)c2)c1	-24	-0.2	7	9	16	-12	2.4	-5	13	6	/
CN(C)c1ccc(-c2nc3ccccc3c(=O)[nH]2)cc1	-84	-0.1	24	-27	-53	11	-0.2	40	1	-8	1
COc1ccc(C)cc1N/C(N)=N/c1nc(C)cc(C)n1	14	2.2	0	2	17	9	-1.7	32	6	6	5
COC(=O)c1ccc(NC(=O)CN2CCN(c3ccccc3)CC2)cc1	-11	0.3	-11	-1	6	-10	-2.3	15	-11	2	-3
CC(=O)Nc1ccc(S(=O)(=O)NNC(=O)CCc2ccccc2)cc1	-9	-0.1	-5	-5	10	4	-0.2	18	-3	1	-2
Cc1oc(-c2cccc(Cl)c2)nc1CN1CCC(C(=O)NCC2CCCO2)CC1 (stereo not drawn)	-9	0.0	3	-1	-3	11	-0.3	1	-4	-7	3
Cc1ccc(C(=O)NCCCc2ccccc2)c(C)c1	-166	0.0	1	7	-231	-55	-1.0	-287	-56	-14	-2
C=C1C(=O)OC2C1C(OC(=O)C(C)=CC)CC(=C)C1C(O)C3OC3(C)C21O (stereo not drawn)	-20	0.4	7	-16	22	11	-2.8	26	-21	22	/
CN1CCN(C(=O)/C(=C/c2cccs2)NC(=O)c2ccco2)CC1	15	-0.2	-3	2	17	1	1.4	17	-1	-4	3
CC1(C)Cc2c(sc3ncnc(N)c23)CO1	-27	-0.3	-22	1	21	7	-2.2	10	5	10	-1
CC1(C(=O)NS(=O)(=O)c2ccc(F)cc2F)CCN1C(=O)CC1CC1 (stereo not drawn)	-19	-0.4	21	-5	2	/	-1.1	7	12	20	/
O=C(CSc1n[nH]c(C2CCCC2)n1)NC1CCCC1	15	-0.2	7	4	11	2	-1.7	2	-3	11	-4
CC(C)(O)CN(C(=O)c1ccccc1)C1CCCCC1	-16	-0.2	8	9	4	-1	-0.9	13	9	4	/
C=CCNC1=C(Cl)C(=O)c2ccccc2C1=O	14	9.7*	13	-8	-10	63*	-0.4	-1	5	17	-5
COc1cccc(-c2ccc(SCc3ccccn3)nn2)c1	-155	-0.1	-38	-12	-312	-107	0.5	-263	-44	20	-4
O=C(O)CCNC(=O)/C(=C\c1ccco1)NC(=O)c1ccco1	-18	-0.1	-5	1	21	3	1.9	7	2	-10	-1
Cc1sc2ncnc(NCC(c3ccco3)N3CCCC3)c2c1C (stereo not drawn)	11	-0.5	-5	5	13	-9	-0.3	18	19	-7	-1
COc1ccc(C(C)=O)cc1CC1(C)C(=O)Nc2ccc(-c3cccc(C(F)(F)F)c3)cc21 (stereo not drawn)	-12	-0.1	3	-7	2	/	1.0	8	16	19	/
COc1ccccc1CCNC(=O)c1ccc(C)o1	-4	0.0	-5	5	-24	-11	-1.2	-7	-34	20	3

Sorted by formula weight (rising): some entries from above
compound	NR2E3 ag-2	aDG glyco act	TWEAK-Fn14 inh	KKLEB tox	HIF-2a block	MITF TRPM1 inh	hiPSC survival	Peg3 promoter	Shn3 3UTR inh	CF NFkB inh	NR2E3 ag-1
C=CCNC1=C(Cl)C(=O)c2ccccc2C1=O	14	9.7*	13	-8	-10	63*	-0.4	-1	5	17	-5
CC(C)(O)CN(C(=O)c1ccccc1)C1CCCCC1	-16	-0.2	8	9	4	-1	-0.9	13	9	4	/
O=C(CSc1n[nH]c(C2CCCC2)n1)NC1CCCC1	15	-0.2	7	4	11	2	-1.7	2	-3	11	-4
COc1cccc(-c2ccc(SCc3ccccn3)nn2)c1	-155	-0.1	-38	-12	-312	-107	0.5	-263	-44	20	-4
O=C(O)CCNC(=O)/C(=C\c1ccco1)NC(=O)c1ccco1	-18	-0.1	-5	1	21	3	1.9	7	2	-10	-1
Cc1sc2ncnc(NCC(c3ccco3)N3CCCC3)c2c1C (stereo not drawn)	11	-0.5	-5	5	13	-9	-0.3	18	19	-7	-1
CN1CCN(C(=O)/C(=C/c2cccs2)NC(=O)c2ccco2)CC1	15	-0.2	-3	2	17	1	1.4	17	-1	-4	3
CC1(C(=O)NS(=O)(=O)c2ccc(F)cc2F)CCN1C(=O)CC1CC1 (stereo not drawn)	-19	-0.4	21	-5	2	/	-1.1	7	12	20	/
C=C1C(=O)OC2C1C(OC(=O)C(C)=CC)CC(=C)C1C(O)C3OC3(C)C21O (stereo not drawn)	-20	0.4	7	-16	22	11	-2.8	26	-21	22	/
COc1ccc(C(C)=O)cc1CC1(C)C(=O)Nc2ccc(-c3cccc(C(F)(F)F)c3)cc21 (stereo not drawn)	-12	-0.1	3	-7	2	/	1.0	8	16	19	/

(next part)
compound	NR2E3 ag-2	aDG glyco act	TWEAK-Fn14 inh	KKLEB tox	HIF-2a block	MITF TRPM1 inh	hiPSC survival	Peg3 promoter	Shn3 3UTR inh	CF NFkB inh	NR2E3 ag-1
CN(Cc1ccccc1)S(=O)(=O)c1ccc(Cl)c(C(=O)N2CCOCC2)c1	-11	-0.1	5	10	6	/	-1.3	6	21	-6	/
O=C(CC1Oc2ccccc2NC1=O)NCc1ccccc1 (stereo not drawn)	-21	0.2	-12	-6	-7	4	2.3	0	-2	22	2
COc1cccc(NC(=O)Nc2ccc3nsnc3c2)c1	-133	0.4	-4	3	-321	-73	-3.5	-295	-13	29	-4
COc1ccc(-c2csc(NC(=S)NC(=O)c3cccs3)n2)cc1Br	-31	0.1	-16	-3	-41	/	-0.5	4	2	16	2
O=C(NCCC1=CCCCC1)C(=O)NCC(c1ccco1)N1CCN(c2ccccc2F)CC1 (stereo not drawn)	-20	-0.3	-1	-28	15	7	-1.5	9	8	2	-4
COC(=O)c1ccc(NS(=O)(=O)NC(=O)c2cn(C)c3ccccc23)cc1	-69	-0.1	9	-2	1	12	-0.5	-3	-7	-8	-2
CCOC(=O)C(=O)/C(=C\N(C)C)c1onc(-c2c(F)cccc2Cl)c1C(=O)OC	-26	0.0	2	2	8	0	20*	-2	/	-4	1
CN(/C(=N\S(=O)(=O)c1ccccc1)c1ccccc1)c1ccc(O)cc1	-14	0.1	-23	-4	12	4	0.7	16	-10	-7	-2
Cc1cc([N+](=O)[O-])nn1CCCC(=O)Nc1cc(Oc2ccc(F)cc2)cc([N+](=O)[O-])c1	16	0.0	29	-2	0	-9	-1.1	24	18	2	5
c1ccc2c(N3CCCCCC3)nc(-c3ccncc3)nc2c1	-12	7.0*	6	-8	15	5	1.8	8	9	18	0
CN(C)S(=O)(=O)c1cccc(-c2nn(-c3ccccc3)cc2/C=C(\C#N)c2nc3ccccc3[nH]2)c1	-8	-0.7	7	-25	19	0	4.4	3	14	1	2
CSCC[C@H](NC(=O)C1CCN(S(=O)(=O)c2ccc(C)cc2C)CC1)c1nc2ccccc2[nH]1	-11	0.3	-5	9	5	26	1.4	20	11	-4	/
COc1ccc(C(c2oc(CO)cc(=O)c2O)c2oc(CO)cc(=O)c2O)cc1OC	-13	0.0	-5	9	5	-6	0.0	7	-5	1	0
N#C/C=C(/c1ccc(F)cc1)N1CCOCC1	-14	-0.2	15	-2	11	6	-0.6	-24	-5	-3	3
Cc1ccc(NC(=O)CCS(=O)(=O)c2ccc3c(c2)NC(=O)C(C)S3)nc1 (stereo not drawn)	-17	-0.1	1	-6	7	2	-0.6	-1	30	-11	-5
CCOC(=O)c1nnc(-c2ccc(C)cc2)nc1Sc1cccc(Cl)c1	5	-0.3	-11	8	3	2	-3.5	13	-20	-6	-2
CC(=O)OC[C@H]1O[C@@H](Sc2cccc3cccnc23)[C@H](OC(C)=O)[C@@H](OC(C)=O)[C@@H]1OC(C)=O	11	0.1	-2	-2	10	-4	-1.2	11	2	-10	5
O=C(COc1ccc(S(=O)(=O)N2CCOCC2)cc1)NCc1ccccc1	-19	-0.1	1	17	2	2	-0.5	4	4	-3	0
